RBBP9 inhibitor = human RBBP9 hydrolase inhibition; O75884; recombinant RBBP9, FP-Rh probe fluorescence polarization; inhibition, % at 7.94 µM; actives 0.2% (n = 220,000); AID 1515;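 active = inhibition above the campaign mean of all tested compounds plus 3 SD, cut at about 14% in these data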;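 also: plate controls were DMSO wells with RBBP9 for no effect and wells lacking RBBP9 protein for full effect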
Target sequence (O75884 whole entry, looked up): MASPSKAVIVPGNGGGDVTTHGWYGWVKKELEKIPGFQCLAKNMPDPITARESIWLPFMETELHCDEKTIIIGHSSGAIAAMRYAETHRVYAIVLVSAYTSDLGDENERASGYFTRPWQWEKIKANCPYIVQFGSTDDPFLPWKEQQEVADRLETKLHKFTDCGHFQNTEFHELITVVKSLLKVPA
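Test system: recombinant human RBBP9; Timing: 30 min then 45 min, 25 °C; Detection: fluorescence polarization; Control set: RBBP9 with DMSO as uninhibited control, no-protein wells as full inhibition; Compound dosing: one concentration, 7.94 µM nominal, 0.794% DMSO; Probe or stimulus: FP-Rh activity-based probe, 375 nM before mixing.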
Wee1 stabilizer = inhibitors of human Wee1 degradation. HeLa Luc-Wee1K328M stability, luciferase luminescence; 100% = proteasome inhibitor MG132 effect. reporter increase, % at 5 µM. actives 1.2% (n = 220,000). AID 1321;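 active = activation above the mean of all tested compounds plus 3 SD, set per screening run, cut at about 8.8% in these data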;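 also: cells exposed to compound for 20 h before luminescence read; 0% = DMSO alone and 100% = MG132 at 30 µM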
TRPML3 agonist = activates the human TRPML3 channel | Q8TDD5 | HEK293 TRPML3-YFP, Fluo-8 calcium fluorescence; 100% = the carbachol control signal | activation, % at 3 µM | actives 0.29% (n = 220,000) | AID 1448;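 active = activation above its plate's cutoff, the mean activation of the plate's test wells plus 3 SD, cut at about 12% in these data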;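 also: 0% = DMSO only wells and 100% = carbachol wells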
Target sequence (Q8TDD5 whole entry, looked up): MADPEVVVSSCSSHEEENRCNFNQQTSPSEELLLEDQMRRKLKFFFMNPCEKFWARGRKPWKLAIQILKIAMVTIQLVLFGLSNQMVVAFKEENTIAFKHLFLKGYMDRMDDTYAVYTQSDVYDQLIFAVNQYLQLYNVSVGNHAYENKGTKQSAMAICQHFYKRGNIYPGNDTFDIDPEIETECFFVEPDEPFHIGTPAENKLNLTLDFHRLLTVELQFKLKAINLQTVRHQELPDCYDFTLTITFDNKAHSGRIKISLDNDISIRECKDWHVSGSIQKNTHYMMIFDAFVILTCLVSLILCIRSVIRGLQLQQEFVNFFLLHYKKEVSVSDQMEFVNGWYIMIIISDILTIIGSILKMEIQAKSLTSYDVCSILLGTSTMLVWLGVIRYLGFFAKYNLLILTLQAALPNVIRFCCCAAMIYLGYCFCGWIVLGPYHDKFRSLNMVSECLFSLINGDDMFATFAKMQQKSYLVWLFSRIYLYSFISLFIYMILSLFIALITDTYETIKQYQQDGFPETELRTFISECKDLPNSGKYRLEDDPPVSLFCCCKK
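Material: TRPML3-YFP stable HEK293 cells | Dosing: One concentration, 3 µM nominal, 0.3% DMSO | Timing: 125 s total fluorescence read per well | Technique: Fluo-8 calcium dye fluorescence, ex 470-495, em 515-575 nm | Measure: Percent activation from peak-to-basal fluorescence ratio, scaled between DMSO and carbachol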
PPC-1+TRAIL kill = kills PPC-1 cancer cells in the presence of TRAIL; PPC-1 cells + TRAIL, ATPLite viability luminescence; cell killing (% activity), % at 4 µM; actives 0.41% (n = 220,000);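 active = cell killing above 50% in the first pass at 4 µM, then a duplicate retest at 5 µM averaging 50% or more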;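 also: plate controls were cells with TRAIL plus DMSO for no effect and medium-only wells lacking cells for full effect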
BaF3 parental = reduces parental Ba/F3 cell viability, JAK2V617F counter-screen | actives 1.1% (n = 220,000) | inhibition, % at 5.6 µM | CellTiter-Glo ATP luminescence;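 active = inhibition above a per-campaign cutoff, the mean inhibition of all tested compounds plus 3 SD, cut at about 27% in these data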;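 also: 0% = DMSO wells and 100% = JAK Inhibitor I control wells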
Ba/F3 V617F tox = loss of viability in JAK2V617F-driven Ba/F3 cells. Ba/F3 EpoR-JAK2V617F viability, ATP luminescence. AID 1446. actives 1.1% (n = 220,000). inhibition, % at 5.6 µM;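 active = inhibition above the campaign mean plus 3 SD over all tested compounds, cut at about 24% in these data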;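 also: cytokine-independent growth of Ba/F3 cells driven by EpoR plus mutant JAK2; 0% = DMSO-treated cells and 100% = JAK inhibitor I control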
zfTRPN1 agonist = activates the zebrafish TRPN1 channel; AID 1424; HEK293 zebrafish TRPN1-YFP, Fluo-8 calcium fluorescence; 100% = response to 87 µM carbachol; activation, % at 3 µM; actives 0.18% (n = 220,000);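 active = activation above its plate's cutoff, the mean activation of test wells on that plate plus 3 SD, cut at about 19% in these data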;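 also: 0% = DMSO alone and 100% = 87 µM carbachol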
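Assay system: Zebrafish TRPN1-YFP in HEK293 cells | Incubation: Dye loading 1 h at 37 °C, then 30 min room temperature | Measured by: Kinetic Fluo-8 fluorescence, ex 470-495, em 515-575 nm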
TNF death inh = TNF-alpha cell death inhibition in Jurkat FADD-/- cells | Jurkat FADD-/- TNF necroptosis rescue, ATP luminescence, 24 h; 0 = TNF only, 100 = no-TNF cells | activation (protection from cell death), % at 10 µM | actives 0.068% (n = 220,000);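 active = activation, meaning protection from cell death, of at least 50% relative to plate controls; inactive = activation below 50%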;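 also: necroptosis triggered by 40 ng/mL TNF-alpha added together with compound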
CHOP inh = CHOP inhibition in unfolded protein response | CHO-K1 CHOP-promoter luciferase, tunicamycin-induced, 15-18 h | inhibition, % at 10 µM | actives 3.8% (n = 220,000);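 active = compounds that reduced the stress-induced luciferase reporter signal by more than about 70% of percent inhibition, limit read from the data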;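 also: 0% = tunicamycin plus vehicle and 100% = wells without tunicamycin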
Active calls of the source: *; · = not tested or not shown.

Results follow in this order: RBBP9 inhibitor	Wee1 stabilizer	TRPML3 agonist	PPC-1+TRAIL kill	BaF3 parental	Ba/F3 V617F tox	zfTRPN1 agonist	TNF death inh	CHOP inh
- O=C(Cn1nc2sc3ccccc3n2c(=O)c1=O)c1ccc(Cl)cc1
→ -9	-3	0.1	-2	0	0	2.6	0.3	-9
- O=C(C1=C[C@H](C2CCCCC2)C[C@H](OCCCCO)O1)N1CCN(Cc2ccc3c(c2)OCO3)CC1
→ -6	7	0.4	1	-1	0	-1.7	0.6	12
- CCCOc1ccc(/C=c2\sc3ncnn3c2=O)cc1
→ 4	1	0.7	1	8	3	1.0	-2.0	32
- S=C1NCN(Cc2cccnc2)CN1c1cccc2ccccc12
→ 0	1	0.5	8	-1	2	-0.2	1.3	8
- Cc1ccccc1OC(=O)Cn1c(C(F)(F)F)nc2ccccc21
→ -8	-2	0.4	-14	0	4	2.0	-3.2	47
- O=C(c1cc2cc(Br)ccc2o1)N1CCCC1
→ -2	-1	0.0	5	9	3	-1.1	-1.4	8
- Cn1c(=O)c(NC2CCCCC2)c2c3c(cccc31)C(=O)c1ccccc1-2
→ -2	3	9.5	4	-2	-2	18	2.2	64
- Cc1ccc(-n2nnnc2-c2cnc(N3CCCC3)nc2C(F)(F)F)cc1
→ -10	1	0.5	15	11	5	-0.8	-4.8	53
- Cc1c(NC(=O)CC2NC(=O)NC2=O)c(=O)n(-c2ccccc2)n1C (stereo not given)
→ -3	1	0.9	14	3	1	0.6	0.5	13
- CCOC(=O)c1ccc(NC(=O)CSc2nnc(-c3ccncc3)n2C)cc1
→ -4	-1	0.5	5	4	3	-0.5	-0.4	22
- COc1ccc(S(=O)(=O)c2cnc3ccccc3n2)cc1
→ 3	-1	0.4	20	7	1	0.5	21	-3
- COc1cnc(-c2ccccn2)nc1Oc1ccccc1
→ -3	1	0.1	4	7	-3	0.8	-1.6	-97
- Cc1ccccc1C1CC(=O)NC2=C1C(=O)CCC2 (stereo not given)
→ -7	-1	-0.2	14	6	5	-0.8	-2.9	24
- CCN1C(=O)CSc2ccc(C(=O)NC3CCCCC3)cc21
→ -5	1	0.7	4	7	2	0.2	0.7	-8
- O=C(CNS(=O)(=O)c1ccccc1)NCC(=O)OCc1ccc(Cl)cc1
→ 0	-2	-0.4	-13	2	-5	0.1	3.5	16
- O=C(Nc1ccc2ccccc2c1)c1ccc(NS(=O)(=O)c2ccc(Br)s2)cc1
→ -19	-1	0.3	8	5	-5	-1.6	3.2	5
- FC(F)(F)c1nnc(-c2ccccc2)nc1Sc1ccc(Cl)cc1
→ -5	2	0.1	22	0	0	1.0	-24	114*
- Cc1cc(N2CCC(C)CC2)n2nc(C)c(-c3ccccc3)c2n1
→ -8	-1	0.9	13	4	1	0.9	0.5	50
- Cc1ccc(N2C(=O)c3ccc(C(=O)O)cc3C2=O)cc1C
→ 2	0	0.9	30	-2	-4	-0.8	0.6	1
- CCC(C)(C)NC(=O)C(c1ccc(F)cc1)N(Cc1cccs1)C(=O)c1cnccn1 (stereo not given)
→ -1	1	0.7	16	4	-2	-0.7	-0.9	6
- O=C(CCc1ccccc1)Nc1c(F)cccc1F
→ -5	-1	1.0	·	4	0	-0.6	0.2	·
- c1ccc(SCc2nc(-c3ccncc3)n[nH]2)nc1
→ -1	7	0.3	7	1	0	-0.1	1.1	21
- CC(=O)c1cccc(NC(=O)C2CCN(S(=O)(=O)c3ccc(F)cc3)CC2)c1
→ -3	-2	1.2	-3	4	-2	1.2	-4.4	18
- O=C(O)c1ccc2c(c1Nc1ccccc1)C(=O)c1ccccc1C2=O
→ -1	4	-0.1	25	-1	0	0.7	-4.0	3
- Cc1ccc(C(=O)COC(=O)c2cc(Cl)nc3ccccc23)cc1
→ -8	-1	1.0	32	1	-1	1.2	1.7	-27
- Cc1ccc(NC(=O)Cn2cnc3ccccc32)cc1C
→ -7	-2	2.6	10	7	1	7.7	-3.2	15
- O=C(O)CCc1nn2c3ccccc3n(CC(=O)c3cccs3)c2nc1=O
→ 3	-1	0.0	-3	3	2	-0.7	0.8	8
- COc1ccc(CN2CCN(CCC(C)C)C(CCO)C2)cc1Cn1cncn1 (stereo not given)
→ -9	3	0.9	4	1	0	0.0	1.1	6
- COc1cc(/C=N/NC(=O)C2=NNC(=O)C2C)ccc1O (stereo not given)
→ -12	4	0.6	8	-3	-2	1.7	2.3	-21
- CCCn1c(CCC(=O)O)ccc1-c1cccs1
→ -12	2	1.4	10	6	-4	-0.1	-0.7	13
- CC(C)N1CCc2c(sc(NC(=O)CN3C(=O)c4ccccc4C3=O)c2C(N)=O)C1
→ 0	-2	1.3	-14	6	-1	0.4	0.8	-5
- COC(=O)c1[nH]c2ccc(F)cc2c1NC(=O)C1=COCCO1
→ -7	4	0.6	1	6	0	-0.9	-2.8	10
- Cc1[nH]c2ccccc2c1C(=O)/C=C/c1ccccc1Cl
→ -2	2	1.1	-1	2	-3	0.5	2.0	90*
- COc1ccc(NC(=O)CCC(=O)Nc2nnc(C(F)(F)F)s2)c(OC)c1
→ -1	-2	0.0	-8	3	2	0.3	0.0	-26
- CCNc1ccc([N+](=O)[O-])cc1
→ -8	1	-0.7	-6	-5	-4	-0.9	-0.5	14
- CCN1C(=O)CSc2ccc(C(=O)OC)cc21
→ 3	5	1.0	-21	9	1	0.9	-1.8	5
- C#CCn1cc(/C=N/NC(=O)COc2cccc3cccnc23)c2ccccc21
→ -6	0	0.5	33	9	4	-0.1	0.8	103*
- C[C@@H](C(=O)Nc1ccc2ccccc2c1)[C@@H]1C[C@@]1(C)[C@@H](NC(=O)c1cnccn1)c1ccccc1
→ -10	-2	0.1	28	2	-3	-1.3	4.6	11
- O=C(CCCCCNC(=O)c1ccccc1)N/N=C/c1ccc(F)cc1
→ 5	-2	0.5	-8	-1	-1	-0.9	0.2	2
- Cc1cn(C(=O)c2ccccc2)c(=S)n1-c1ccc(Cl)cc1
→ -4	0	-1.0	28	3	3	-0.6	-2.4	12

A different layout for 4 compounds above:
molecule: COc1ccc(NC(=O)CCC(=O)Nc2nnc(C(F)(F)F)s2)c(OC)c1
  RBBP9 inhibitor: -1; Wee1 stabilizer: -2; TRPML3 agonist: 0.0; PPC-1+TRAIL kill: -8; BaF3 parental: 3; Ba/F3 V617F tox: 2; zfTRPN1 agonist: 0.3; TNF death inh: 0.0; CHOP inh: -26
molecule: CCNc1ccc([N+](=O)[O-])cc1
  RBBP9 inhibitor: -8; Wee1 stabilizer: 1; TRPML3 agonist: -0.7; PPC-1+TRAIL kill: -6; BaF3 parental: -5; Ba/F3 V617F tox: -4; zfTRPN1 agonist: -0.9; TNF death inh: -0.5; CHOP inh: 14
molecule: CCN1C(=O)CSc2ccc(C(=O)OC)cc21
  RBBP9 inhibitor: 3; Wee1 stabilizer: 5; TRPML3 agonist: 1.0; PPC-1+TRAIL kill: -21; BaF3 parental: 9; Ba/F3 V617F tox: 1; zfTRPN1 agonist: 0.9; TNF death inh: -1.8; CHOP inh: 5
molecule: C#CCn1cc(/C=N/NC(=O)COc2cccc3cccnc23)c2ccccc21
  RBBP9 inhibitor: -6; Wee1 stabilizer: 0; TRPML3 agonist: 0.5; PPC-1+TRAIL kill: 33; BaF3 parental: 9; Ba/F3 V617F tox: 4; zfTRPN1 agonist: -0.1; TNF death inh: 0.8; CHOP inh: 103*

More structures follow:
Results follow in this order: RBBP9 inhibitor	Wee1 stabilizer	TRPML3 agonist	PPC-1+TRAIL kill	BaF3 parental	Ba/F3 V617F tox	zfTRPN1 agonist	TNF death inh	CHOP inh
- CSC1=NC(C)(C)C=C(/C=C/c2ccc(Cl)cc2)N1
→ -5	-2	0.5	2	4	3	-0.6	-1.0	-22
- Cc1ccc(C(=O)NCC(=O)NCC(=O)OCc2ccc(Cl)cc2)cc1
→ -5	-2	0.3	8	1	-3	-0.8	1.9	-33
- CC1(C)C2CCC1(CS(=O)(=O)N1CCOCC1)C(=O)C2 (stereo not given)
→ 3	-4	1.0	11	3	-2	-0.9	1.1	13
- Cc1noc(C)c1CSc1nc2cc(S(=O)(=O)N3CCOCC3)ccc2o1
→ -6	-2	-0.4	1	3	2	0.5	-0.9	-1
- CCOC(=O)c1[nH]c(C)c(C(=O)C(C)C)c1C
→ -5	0	0.2	11	4	-1	0.0	-0.6	-1

Compound activity (PubChem BioAssay)
